Assay outcomes as filed in PubChem BioAssay.
EP2 antag: human EP2 receptor antagonists, primary screen, TR-FRET cAMP, C6 glioma cells | AID 1422, 2008 | 260,000 tested, 0.52% active | Prostaglandin E2 receptor EP2 subtype (Homo sapiens), P43116 | C6 glioma cells expressing human EP2; cells stimulated with saturating PGE2 | inhibition, % at 25 µM;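 active = percent inhibition above 40 after rounding to a whole number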;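 also: rat C6 glioma host cells with rolipram phosphodiesterase inhibitor present; the protocol text gives 20 µM as final concentration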
Target sequence (P43116 whole entry, looked up): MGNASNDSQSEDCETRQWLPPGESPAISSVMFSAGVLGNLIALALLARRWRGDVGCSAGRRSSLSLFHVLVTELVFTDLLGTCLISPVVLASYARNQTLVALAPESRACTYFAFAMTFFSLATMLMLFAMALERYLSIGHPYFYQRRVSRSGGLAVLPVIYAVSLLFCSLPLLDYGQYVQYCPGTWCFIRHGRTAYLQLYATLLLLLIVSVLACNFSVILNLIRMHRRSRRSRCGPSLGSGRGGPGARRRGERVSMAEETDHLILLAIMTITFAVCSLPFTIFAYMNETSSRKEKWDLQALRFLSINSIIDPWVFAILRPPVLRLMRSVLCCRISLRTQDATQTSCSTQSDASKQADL
EP2 mod: EP2 receptor modulators, cAMP readout, primary screen, cell-based, HTRF cAMP, PGE2 stimulation; 260,000 tested, 0.83% active; EP2-expressing cells, cAMP HTRF FRET, PGE2 co-stimulation; AID 940, 2007; Prostaglandin E2 receptor EP2 subtype (Homo sapiens), P43116; induction, % at 25 µM;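 active = compounds whose cAMP rise, as percent of the full-agonist control response, exceeds 60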;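 also: rat C6 glioma line stably carrying human EP2 under a CMV promoter; the protocol text gives 20 µM as final concentration; 100% = response of wells given 1 µM PGE2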
* hit, by the source's call; & = joins results of further samples. A portion of the library (hit frequency here may not be typical).

smiles,EP2 mod,EP2 antag
Cc1cc(C(=O)Nc2ccccc2Cl)c2ccccc2n1,-7.3,7.2
COc1cccc(N(C(=O)c2cnccn2)C(C(=O)NC2CCCCC2)c2ccccc2)c1 (configuration not stated),16.0,12.0
CCOc1ccccc1NC(=O)c1sc(NC(=O)c2cccs2)c(C(=O)OC)c1C,23.5,14.6
CCOc1ccc(NC(=S)N2CCC(NC(=O)c3ccco3)CC2)cc1,-23.4,11.5
COc1ccc(S(=O)(=O)N(Cc2cc3cc(C)ccc3[nH]c2=O)C2CCCC2)cc1,21.4,6.0
CNC(=S)N(CCN1CCOCC1)Cc1cc2ccc(C)c(C)c2[nH]c1=O,-25.7,16.4
COc1ccc(NC(=O)CSc2ncnc3c2cnn3-c2ccccc2)cc1,4.5,23.1
COc1ccc2c(Cl)c(C(=O)N3CCC(C)CC3)sc2c1,-21.9,20.1
Cc1cc2cc(CN(CCO)C(c3nnnn3C3CCCC3)C(C)C)c(=O)[nH]c2cc1C (configuration not stated),1.6,11.1
COc1ccc(C2CC(c3ccc(F)cc3)Nc3ncnn32)cc1OC (configuration not stated),-11.2,15.4
O=c1[nH]c2cc3c(cc2cc1CN(Cc1cccnc1)C(=S)Nc1ccccc1)OCO3,-20.9,10.3
COc1cc(/C=C/c2[nH]c(=O)[nH]c(=O)c2[N+](=O)[O-])ccc1OCc1cccc(C)c1,-76.5,7.3
O=C(c1ccc(F)c(F)c1)N1CCN(c2nc3c(c(=O)[nH]2)CCCC3)CC1,-2.7,4.6
CCNC(=S)N(CCN(C)C)Cc1cc2ccc(C)c(C)c2[nH]c1=O,-57.9,13.8
CC(CO)(CO)Nc1ncnc2ccccc12,-7.0,8.5
CC(C)(C)NC(=O)C(=O)NNC(=O)c1cccs1,34.4,8.2
OCC1NC[C@@H](O)C(O)[C@@H]1O (some centres not stated),30.6,4.5
O=C(COc1ccc(CNC2(c3cccc(F)c3)CC2)cc1)N1CCCC1,-34.5,8.4
COc1ccc(NC(=O)C2=C(C)NC(=O)NC2c2ccc(C(C)C)cc2)c(OC)c1 (configuration not stated),4.8,8.8
COc1ccc2[nH]c(=O)c(CN(C(=S)Nc3ccccc3OC)C3CCCC3)cc2c1,-2.2,13.2
Cc1nc(C)c(C(=O)NC2(c3ccc(F)cc3)CCCC2)s1,-29.2,7.1
c1cc(-c2cn[nH]c2C2CCNCC2)ccn1,4.5,2.6
CN(/N=C/c1ccccc1O)c1ccc2ccccc2n1,20.5,14.8
O=C(c1ccc2c(c1)OCCO2)N1CCC(O)(c2cccnc2)CC1,-0.6,1.6
Cn1c(=O)[nH]c(=O)c2c1nc(Br)n2CCCCCl,14.2,14.5
CCOc1cc(/C=C\c2nc(O)c([N+](=O)[O-])c(=O)[nH]2)ccc1OCc1ccccc1,26.0,8.8
COCCNC(=O)CN(Cc1ccc2c(c1)OCO2)C(=O)CCC(=O)Nc1cc(C)on1,-14.7,9.8
CCO/C(C)=C/c1sc2ccccc2[n+]1CCO,-4.6,4.5
COc1cccc(C(c2nnnn2C(C)(C)C)N2CCN(Cc3ccccc3)CC2)c1OC (configuration not stated),11.2,10.2
COc1ccc(OCC(=O)Nc2ncc(Cc3cccc(Cl)c3Cl)s2)cc1,10.2,10.3

Filtered by structure, the entries above with fluorine
smiles,EP2 mod,EP2 antag
COc1ccc(C2CC(c3ccc(F)cc3)Nc3ncnn32)cc1OC (configuration not stated),-11.2,15.4
O=C(c1ccc(F)c(F)c1)N1CCN(c2nc3c(c(=O)[nH]2)CCCC3)CC1,-2.7,4.6
O=C(COc1ccc(CNC2(c3cccc(F)c3)CC2)cc1)N1CCCC1,-34.5,8.4
Cc1nc(C)c(C(=O)NC2(c3ccc(F)cc3)CCCC2)s1,-29.2,7.1

Ordered by value in EP2 mod (smallest number first): some entries from above
mol | EP2 mod
CCOc1ccc(NC(=S)N2CCC(NC(=O)c3ccco3)CC2)cc1 | -23.4
COCCNC(=O)CN(Cc1ccc2c(c1)OCO2)C(=O)CCC(=O)Nc1cc(C)on1 | -14.7
CCO/C(C)=C/c1sc2ccccc2[n+]1CCO | -4.6
c1cc(-c2cn[nH]c2C2CCNCC2)ccn1 | 4.5
COc1cccc(C(c2nnnn2C(C)(C)C)N2CCN(Cc3ccccc3)CC2)c1OC (configuration not stated) | 11.2
Cn1c(=O)[nH]c(=O)c2c1nc(Br)n2CCCCCl | 14.2
CCOc1ccccc1NC(=O)c1sc(NC(=O)c2cccs2)c(C(=O)OC)c1C | 23.5

The list goes on.
smiles,EP2 mod,EP2 antag
CC1(C)CC(=O)c2sc(NC(=O)Cc3ccc(Cl)cc3)nc2C1,-104.1,21.8
Cc1cccc(C(=O)N2CCN(Cc3nc4ccccc4c(=O)[nH]3)CC2)c1,8.0,25.6
COc1ccc2[nH]c(C)c(C(=O)CN3CCN(c4cnccn4)CC3)c2c1,-59.5,1.4
COc1ccccc1OCCCC(=O)Nc1sc2c(c1C#N)CCCC2,4.4,12.8
CN(C)S(=O)(=O)c1ccc(N2CCC(CNC(=O)C3CCCO3)CC2)cc1 (configuration not stated),-31.5,6.2
Cc1sc2nc(C(C)C)n3c(SCC(=O)NCc4cccs4)nnc3c2c1C,24.8,25.8
Cc1cc2ccccc2n2c(=O)n(CCNC(=O)C3CC(=O)N(C)C3)nc12 (configuration not stated),-28.4,4.2
COc1ccc2c(c1)N(C)/C(=C1/SC(=S)N(NC(C)=O)C1=O)S2,0.6,12.4
CCOC(=O)c1sc2ncn(Cc3ccc(Cl)cc3)c(=O)c2c1C,-3.5,10.1
Cc1sc2nc(Cc3ccccc3)n(C3CCN(C(=O)C(C)C)CC3)c(=O)c2c1C,35.3,4.0
CCOc1cc2c(cc1CN1CCC(NC(C)=O)(c3ccc(F)cc3)CC1)OCO2,5.0,5.8
CN1CCc2nc3sc(C(=O)Nc4c(Cl)cccc4Cl)c(N)c3cc2C1,-50.2,7.0
CCCc1nc(SCC(=O)Nc2ccc(OC)cc2)c2ccccc2n1,3.0,7.7
CC(C)OC(=O)CSc1nnc(COc2ccc(C(C)C)cc2)o1,26.3,7.0
c1ccc([C@H]2CN3CCSC3=N2)cc1,6.9&-1.1,10.3&12.3
O=C1Nc2ccc(S(=O)(=O)NCCc3ccccc3)c3cccc1c23,-31.6,14.3
Cn1c(SCC(=O)N2CCCc3ccccc32)nnc1-c1ccc(Cl)cc1,-1.3,5.0
Cc1cc(CN2CCCCC2)oc1C(=O)N1CCC2(CC1)Nc1ccccc1-n1cccc12,-54.8,10.7
COc1ccc(OC)c(NC(=O)CSc2nnnn2-c2cccc3c2CCCC3)c1,-19.4,21.2
Oc1c(Br)cc(CN(Cc2cc(Br)c(O)c(Br)c2)C2CCCCC2)cc1Br,30.5,34.3
C=CCn1c(=O)c(C(=O)Nc2cccc(C)n2)c(O)c2ccccc21,2.1,4.6
NCCC(=O)N1c2ccccc2Sc2ccccc21,-59.2,9.0
COc1cc(O)c(C(=O)/C=C/c2ccc(O)c(OC)c2)c(OC)c1,-22.2,23.6
O=C(COc1ccc(Cl)cc1Cl)N1CCN(C(=O)c2ccco2)CC1,-70.7,4.5
Cc1ccc(S(=O)(=O)N2CCCC(C(=O)Nc3ccc4c(c3)OCCO4)C2)cc1Cl (configuration not stated),-19.5,5.8
COc1ccc2c(c1)cc(C)c1nnc(SCC(=O)N3c4ccccc4CC3C)n12 (configuration not stated),-7.8,13.2
CC(=O)c1ccc(NC(=O)CN2CCCC2)cc1,-23.4,10.0
COc1cc2cc(CN(Cc3ccc(C)cc3)C(C)=O)c(=O)[nH]c2cc1OC,6.0,11.6
Cc1ccc2nc(C3CCN(C(=O)C45CC6CC(CC(C6)C4)C5)CC3)[nH]c2c1,-74.4,7.8
Cc1ccc2nc3sc(C(=O)Nc4nc(C)cs4)c(N)c3cc2c1,-119.4,8.2
O=C(/C=C/c1ccccc1)NC(=S)NNC(=O)CCN1CCCCC1,-18.4,13.5
COc1ccc(C[C@H](O)CN2CCOCC2)cc1,14.7,8.3
COc1ccc([C@@H]2C[C@H](OC(=O)c3ccc4c(c3)OCO4)C(=O)N2C)cc1,-81.3,3.0
Cc1cccc(NC(=O)N2CCC(c3nc4ccccc4s3)CC2)c1,-78.1,11.7
CCC(C)c1ccc(NC(=O)c2nc3ncccn3n2)cc1 (configuration not stated),-13.1,10.7
Cc1occc1-c1nnc(SCC(=O)Nc2ccc(F)cc2)n1Cc1ccco1,12.7,2.6
O=C(Nc1nc2ccc(F)cc2s1)c1cccc(Cl)c1Cl,0.4,10.9
FC(F)(F)c1cc(CO[C@H]2CCCN[C@H]2c2ccccc2)cc(C(F)(F)F)c1,68.0*,13.8
CN(C)CCCNC(=S)N(CCO)Cc1cc2cc3c(cc2[nH]c1=O)OCO3,-10.8,12.8
CCOCCn1c(N2CCCC(C)C2)nc2c1c(=O)[nH]c(=O)n2C (configuration not stated),3.9,3.5
CCn1c(=N)c(C(=O)NCCCOC)cc2c(=O)n3cc(C)ccc3nc21,-13.9,7.5
O=C(CSc1nnc2n(Cc3c(F)cccc3Cl)c3ccccc3n12)NC1CCCC1,-35.3,15.9
c1cc2c3c(cccc3c1)C(N1CCOCC1)=NN2,-19.2,6.6
CC(C)(C)NC(=O)CSc1nc2ccccc2n1CC(=O)N1CCOCC1,-4.9,14.4
Cc1cccc2cc(C#N)c(SCC(=O)Nc3nnc(C(F)(F)F)s3)nc12,-14.0,8.6
CC(=O)Nc1nc(-c2ccc(Cl)cc2Cl)cs1,-10.1,12.5
Cn1c(SCC(=O)N2CCc3ccccc32)nnc1-c1cccs1,-36.6,4.8
O=[N+]([O-])c1ccc(Cl)c(CNc2ncnc3c2ncn3[C@@H]2CCCCO2)c1,13.3,42.9*
O=C(CSc1nnc2c(n1)[nH]c1ccccc12)NNC(=O)Cc1ccccc1,-15.2,6.7
COc1ccc(CCC(=O)N(C)c2nnc(-c3ccncc3)s2)cc1,-23.6,9.4
Cc1cc(C)c2c(c1)cc(C)c1nnc(SCC(=O)NC(C)(C)C)n12,0.5,8.8
COc1ccc(C2NC(=O)CCC2NC(=O)CCn2nnc3ccccc32)c(OC)c1 (configuration not stated),8.6,7.5
Cc1cccn2c(=O)c3cc(C(=O)NC4CCCCC4)c(=N)n(CCCN4CCOCC4)c3nc12,1.3,12.2
COCCOC(=O)c1c(C)oc2ccc(OCC#N)cc12,11.4,10.7
CSc1ncc(C(=O)Nc2cccc(C(=O)N3CCCCC3)c2)cn1,-15.8,2.9
COc1cc2cc(CN(Cc3cccnc3)C(=O)NC3CCCCC3)c(=O)[nH]c2cc1OC,16.2,10.0
Cn1c(=O)[nH]c(=O)c2c1nc(NCCCn1ccnc1)n2CCCc1ccccc1,18.8,11.2
Cc1ccc(NS(=O)(=O)c2ccc(NC(=O)c3cccs3)cc2)cc1C,-72.0,7.1
O=C(N1CCOCC1)N1CCN(c2ccc(Cl)c(Cl)c2)CC1,-31.3,17.1
COCCNC(=S)N(CCCN1CCOCC1)Cc1cc2cc(C)c(C)cc2[nH]c1=O,-10.6,3.5

Some of these compounds in order of heavy-atom count, lowest first.
smiles,EP2 mod,EP2 antag
COc1ccc(C[C@H](O)CN2CCOCC2)cc1,14.7,8.3
Cn1c(SCC(=O)N2CCc3ccccc32)nnc1-c1cccs1,-36.6,4.8
COc1ccc([C@@H]2C[C@H](OC(=O)c3ccc4c(c3)OCO4)C(=O)N2C)cc1,-81.3,3.0
COCCNC(=S)N(CCCN1CCOCC1)Cc1cc2cc(C)c(C)cc2[nH]c1=O,-10.6,3.5

(continued)
smiles,EP2 mod,EP2 antag
Cn1c(=O)oc2cc(S(=O)(=O)NCC(O)COc3ccccc3)ccc21 (configuration not stated),-34.0,2.8
CC(C)[C@H](Cn1nc(C2CC2)ccc1=O)NC(=O)c1cnn2cccnc12,-12.3,9.1
O=S(=O)(NCc1ccco1)c1ccc2c(c1)OCCO2,-76.9,21.6
O=C1NC2(CCN(C(=O)c3cnccn3)CC2)Nc2ccc(Cl)cc21,-9.2,7.5
CCn1c(=O)c(C(=O)NCc2ccccc2OC)c(O)c2ccccc21,62.3*,13.7

Pulled by structure from the list above, 2 records:
smiles,EP2 mod,EP2 antag
O=S(=O)(NCc1ccco1)c1ccc2c(c1)OCCO2,-76.9,21.6
O=C1NC2(CCN(C(=O)c3cnccn3)CC2)Nc2ccc(Cl)cc21,-9.2,7.5
